NFkB transloc inh – inhibitors of IL-1B driven NFkB p65 nuclear import, primary screen, imaging, HUVEC, IL-1B stimulus, high-content imaging; HUVEC IL-1B NFkB p65 nuclear translocation imaging; actives 0.43% (n = 94,000); inhibition, % at 2 µM;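 active means inhibition above about 30% together with a positive call from visual inspection of the well image, limit read from the data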;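 further: nuclear over cytoplasmic p65 intensity ratio measured by imaging; 0% = IL-1B stimulated DMSO wells and 100% = unstimulated DMSO wells; values of inactives mirror those of a sister screen read the other way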
MRP reversal – reversal of MRP1-mediated doxorubicin resistance, primary screen, H69AR cells, doxorubicin co-treatment. differential viability (reversal), % at 10 µM. actives 0.04% (n = 85,000). H69AR cells + 2 uM doxorubicin, CellTiter-Glo, 72 h;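 active means viability drop by adding the cancer drug above about 55%, with treated viability meeting a 40% cutoff, limit read from the data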;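 further: viability without doxorubicin minus viability with 2 µM doxorubicin for each compound; larger differential means the compound sensitizes cells more to doxorubicin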
IL1B NFkB pot – enhancers of NFkB p65 translocation in HUVEC – imaging, IL-1B stimulus, high-content imaging, primary screen | HUVEC IL-1B NFkB p65 nuclear translocation imaging | activation, % at 2 µM | actives 0.3% (n = 94,000) | AID 819, 2007;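 active means activation above 40%, about the mean plus 3 SD, also judged a hit on visual image review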;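 further: percent activation is computed from the nuclear over cytoplasmic p65 intensity ratio; values of inactives mirror those of a sister screen read the other way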
PLAP inhibition – PLAP enzyme inhibitors, biochemical, luminescence, HTS (AID 690). purified PLAP, luminescent substrate; higher % means a stronger effect. inhibition, % at 20 µM, or IC50 in µM where a hit was titrated. actives 0.08% (n = 96,000); in the data active means a potency from the dose series; inactive means the rest, 99 in 100 with inhibition below about 30%; further: strong numbers were not always called active
Bcl-B displacement – displacers of TR3 peptide from Bcl-B, primary screen, selectivity assay for Bfl-1 inhibitor project, biochemical, fluorescence polarization | Bcl-2-like protein 10 (Homo sapiens) | FP displacement of FITC-TR3 peptide from Bcl-B; higher % means a stronger effect | displacement, % at 20 µM; hits with a dose series show IC50 in µM | actives 0.11% (n = 96,000) | AID 748, 2007;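 active means displacement above 50% at 20 µM plus a fluorescence interference ratio under 1.5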;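 further: plate controls were wells without compound for no effect and wells lacking Bcl-B protein for full effect; a part of the inactive calls stands beside numbers as strong as those of hits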
MRP reversal cytotoxicity – second read-out of MRP reversal, no call of its own (marks repeat the call); viability, %; H69AR cells, CellTiter-Glo, 72 h; measured here: cytotoxicity without doxorubicin
MRP reversal with doxorubicin – second read-out of MRP reversal, no call of its own (marks repeat the call); viability, %; measured here: viability with 2 uM doxorubicin; stronger effect = lower value
NFkB transloc inh cell count 2 µM – also measured in NFkB transloc inh; calls as there; cell count; measured here: cells passing quality filter;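 raw number of nuclei counted in each imaged well without normalization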
IL1B NFkB pot cell count 2 µM – further read-out of IL1B NFkB pot, marked with its call; cell count; measured here: cells passing quality filter
The depositor's hits bear a star; nt = not tested or not shown. An excerpt (hit frequency here may not be typical).

SMILES | NFkB transloc inh | NFkB transloc inh cell count 2 µM | MRP reversal | MRP reversal cytotoxicity | MRP reversal with doxorubicin | IL1B NFkB pot | IL1B NFkB pot cell count 2 µM | PLAP inhibition | Bcl-B displacement
Clc1cccc(CSc2nc3ccncc3[nH]2)c1 | 3 | 186 | -1 | 92 | 93 | -3 | 186 | -137% | -10%
O=C(CSc1nc(Nc2ccccc2)nc(N2CCOCC2)n1)N1CCCC1 | -1 | 152 | -18 | 61 | 79 | 1 | 152 | 2% | -8%
Cc1ccc(C23CC4CC(CC(C(=O)N5CCOCC5)(C4)C2)C3)cc1 | -6 | 184 | 34 | 98 | 64 | 6 | 184 | -52% | 10%
CCN(CC)C(=O)C1CCCN(c2ccc([N+](=O)[O-])cc2/C=N/NC(=O)c2cccc(Br)c2)C1 (stereo not given) | -2 | 123 | nt | nt | nt | 2 | 123 | -31% | -7%
Cc1ccc(S(=O)(=O)N2CCCC(C(=O)NCc3ccccn3)C2)cc1 (stereo not given) | -8 | 184 | 23 | 109 | 85 | 8 | 184 | -45% | -3%
C=CCn1c(Cc2nc3ccccc3[nH]2)n[nH]c1=S | -17 | 129 | 11 | 90 | 79 | 17 | 129 | -103% | 6%
CC1(C)CC(=O)C2=C(C1)N(c1ccc(F)cc1)C(=O)NC2(C(F)(F)F)C(F)(F)F | 2 | 161 | nt | nt | nt | -3 | 131 | -10% | -4%
Cc1nc2nc[nH]n2c(=O)c1NC(=O)CCc1ccccc1 | nt | nt | 2 | 94 | 92 | nt | nt | 10% | -6%
O=C1CC(C(=O)Nc2ccc(C(=O)N3CCOCC3)cc2)C2(CCCCC2)O1 (stereo not given) | 1 | 11 | 3 | 90 | 86 | -1 | 11 | -16% | -2%
O=S(=O)(c1ccccc1C(F)(F)F)N1CCN(S(=O)(=O)c2ccccc2C(F)(F)F)CC1 | -15 | 201 | 4 | 87 | 83 | 15 | 201 | 22% | -6%
CC(=O)OC1(C(F)(F)F)Oc2ccccc2NC1=O (stereo not given) | nt | nt | 10 | 92 | 82 | nt | nt | 4% | -2%
CC(C)(C)NC(=O)C(c1ccco1)N(C(=O)Cn1nnc(-c2ccc(F)cc2)n1)c1ccccc1F (stereo not given) | 0 | 147 | 10 | 107 | 97 | 0 | 147 | -42% | 0%
CC(=NCCN1CCN(C(=S)Nc2ccccc2)CC1)C1=C(O)CC(C)(C)CC1=O | 3 | 190 | nt | nt | nt | -3 | 190 | -23% | -5%
NS(=O)(=O)c1ccc(CCNC(=O)c2cncc(Br)c2)cc1 | -14 | 155 | -26 | 94 | 120 | 14 | 155 | -9% | 21%
COc1cccc(-c2nc(CS(=O)(=O)CC(=O)Nc3c(C)cccc3C)c(C)o2)c1 | nt | nt | -7 | 14 | 21 | nt | nt | 21% | -8%
Cc1cccc(N2C(=O)C3C(c4ccccc4)OC4(C(=O)c5ccccc5C4=O)C3C2=O)c1 (stereo not given) | 5 | 112 | nt | nt | nt | -5 | 112 | -21% | 4%
Cc1ccccc1CN1CCNC(=O)C1CC(=O)O (stereo not given) | nt | nt | 17 | 104 | 87 | nt | nt | -21% | -6%
CN(Cc1ccccc1)C(=O)CCC(=O)N(C)Cc1ccccc1 | -1 | 114 | 3 | 87 | 85 | 1 | 114 | 10% | -4%
Nc1nc2ccc(S(=O)(=O)c3ccc4nc(N)sc4c3)cc2s1 | -4 | 207 | 7 | 98 | 91 | 4 | 207 | -12% | 12%
COC(=O)c1cccc(C(=O)Nc2ccc(F)cc2)n1 | 10 | 138 | 2 | 93 | 90 | -10 | 138 | 7% | 1%
CCSc1ncnc2sc3c(c12)CCC3 | 8 | 172 | -10 | 75 | 85 | -8 | 172 | 7% | 4%
CC1(C)CC(=O)C2=C(C1)OC1=C(C(=O)CC(C)(C)C1)C2c1ccccc1 | -2 | 202 | 9 | 95 | 86 | 2 | 202 | 13% | -2%
O/N=C/c1cc(Br)ccc1OCc1cccc(F)c1 | 4 | 135 | nt | nt | nt | -4 | 135 | 37% | -6%
Cc1sc2ncn(CC(=O)NCCc3ccccc3)c(=O)c2c1C | -26 | 167 | -3 | 87 | 90 | 26 | 167 | -17% | 5%
COC(=O)c1sc(S(=O)(=O)NCc2cccs2)c(C(=O)OC)c1C | 5 | 69 | 18 | 87 | 68 | -5 | 69 | -6% | 2%
(more compounds)
SMILES | NFkB transloc inh | NFkB transloc inh cell count 2 µM | MRP reversal | MRP reversal cytotoxicity | MRP reversal with doxorubicin | IL1B NFkB pot | IL1B NFkB pot cell count 2 µM | PLAP inhibition | Bcl-B displacement
Cc1nc2ncnn2c(C)c1Cc1c(Cl)cccc1Cl | 2 | 142 | 4 | 91 | 87 | 8 | 53 | 13% | 2%
Cc1cccc(-c2noc(CN(C(=O)C34CC5CC(CC(C5)C3)C4)C(C)C)n2)c1 | 5 | 118 | 7 | 76 | 69 | -5 | 118 | -11% | -2%
FC(F)Sc1ccc(NC(=S)NC2CCC(NC(=S)Nc3ccc(SC(F)F)cc3)CC2)cc1 (stereo not given) | 24 | 156 | nt | nt | nt | -24 | 156 | 16% | 0%
Cn1cc(S(=O)(=O)CC(=O)Nc2ccc3c(c2)OCO3)c2ccccc21 | -10 | 130 | -32 | 79 | 111 | 10 | 130 | nt | nt
c1nc2sc3c(c2c2nnnn12)CCCC3 | -4 | 141 | 6 | 92 | 85 | 4 | 141 | 16% | 1%
Cc1ccc(C2C(=O)N(C3CCCC3)CC(=O)N2C2CCCCC2)cc1 (stereo not given) | -15 | 197 | -6 | 85 | 92 | 15 | 197 | -26% | 12%
CCn1c(C)c(/C=N/Nc2nc3ccccc3s2)c2ccccc21 | -9 | 161 | -5 | 43 | 49 | 9 | 161 | -9% | 2%
Cc1ccc(S(=O)(=O)N2CCCCC2)cc1C(=O)Nc1ccc(N2CCOCC2)cc1 | 7 | 180 | 12 | 97 | 85 | -7 | 180 | -3% | 1%
CCCCOC(=O)C1=C(C)Nc2nnnn2C1c1ccccc1Cl (stereo not given) | -4 | 194 | -9 | 60 | 69 | 4 | 194 | 17% | 0%
c1cncc(-c2noc(-c3ccco3)n2)c1 | -6 | 193 | 4 | 94 | 90 | 6 | 193 | -6% | 16%
COc1ccc(OC)c(CN(CCCN2CCOCC2)C(=O)Nc2ccccc2)c1 | -11 | 166 | -9 | 73 | 81 | 11 | 166 | nt | nt
CCN(CC)c1ccc(C(=O)Nc2cccc(F)c2)cc1 | -4 | 208 | -34 | 25 | 59 | 4 | 208 | 19% | -18%
CCn1c(SCC(=O)Nc2ccc3c(c2)OCCO3)nc2c(c1=O)SC(C)C2 (stereo not given) | -6 | 88 | 8 | 88 | 81 | 6 | 88 | -32% | 0%
Cc1ccccc1Cn1nc(C)c(NC(=O)c2cc3nc(-c4ccco4)cc(C(F)(F)F)n3n2)c1C | 8 | 98 | -8 | 89 | 97 | -8 | 98 | -39% | 4%
CC(C)c1ccc(-c2cc(C(=O)N3N=C(C(F)F)CC3(O)C(F)F)c3ccccc3n2)cc1 (stereo not given) | 4 | 137 | nt | nt | nt | -4 | 137 | -113% | -29%
O=C(CCCn1c(=S)[nH]c2ccccc2c1=O)NC1CCCC1 | 4 | 146 | -16 | 74 | 90 | -4 | 146 | 4% | -2%
COc1cccc(N2C(=O)C(CC(=O)Nc3ccccc3)N(C3CCCCC3)C2=O)c1 (stereo not given) | -6 | 154 | nt | nt | nt | 6 | 154 | -12% | -4%
CC(C)(C)C(=O)COC(=O)CNC(=O)c1ccc(Oc2ccccc2)cc1 | -11 | 44 | 0 | 107 | 107 | 11 | 44 | 9% | -6%
CSC(=NNC(=O)c1ccccc1O)SC | -12 | 146 | nt | nt | nt | 12 | 146 | -8% | 2%
COc1ccc(NC(=O)C2CC(=O)OC2(C)C)cc1 (stereo not given) | 2 | 154 | 2 | 92 | 90 | -2 | 154 | 6% | 2%
Cc1nnc2n(CCc3ccccc3)c(=O)c3c4c(sc3n12)CCCC4 | -4 | 120 | -6 | 93 | 99 | 4 | 120 | nt | nt
CN(Cc1n[nH]c(=S)n1C)S(=O)(=O)c1ccccc1 | 6 | 128 | nt | nt | nt | -6 | 128 | 9% | 2%
O=C(CN1C(=O)C2C3C=CC(C3)C2C1=O)NCc1ccccc1 (stereo not given) | 3 | 146 | -6 | 93 | 99 | -3 | 146 | 7% | 6%
CC(C)(C)NC(=O)CN(C(=O)C1(C)CC(=O)N=C2C=CC=CN21)C1CCCC1 (stereo not given) | 4 | 184 | 0 | 94 | 94 | -4 | 184 | 16% | -18%
CCN1CCN(C(=O)CSCc2nc(-c3ccc(OC)c(OC)c3)oc2C)CC1 | 2 | 70 | 19 | 92 | 73 | -2 | 70 | -67% | -18%
New compounds follow.
SMILES | NFkB transloc inh | NFkB transloc inh cell count 2 µM | MRP reversal | MRP reversal cytotoxicity | MRP reversal with doxorubicin | IL1B NFkB pot | IL1B NFkB pot cell count 2 µM | PLAP inhibition | Bcl-B displacement
CCOc1ccc(N(CC(=O)NCc2ccc(F)cc2)S(=O)(=O)c2c(C)noc2C)cc1 | nt | nt | 4 | 80 | 76 | nt | nt | 10% | 11%
CC(CC(=O)O)CC(=O)Nc1ccc(S(N)(=O)=O)cc1 (stereo not given) | -2 | 130 | 3 | 108 | 104 | 2 | 130 | 10% | -5%
CCOC(=O)C(NC(C)=O)(OCc1ccc(F)cc1)C(F)(F)F (stereo not given) | 9 | 98 | 0 | 94 | 93 | -9 | 98 | 6% | -1%
Cc1c(C#N)c(SCC(N)=O)nc2c1CCCC2 | 6 | 199 | -3 | 93 | 96 | -6 | 199 | 12% | -4%
COc1ccccc1NC(=O)c1sc2ncn(Cc3ccccc3C)c(=O)c2c1C | -11 | 166 | nt | nt | nt | 11 | 166 | -4% | -31%
CC(C)n1c(NCc2c[nH]c3ccccc23)nc2ccccc21 | -5 | 167 | -3 | 69 | 72 | 5 | 167 | nt | nt
COC(=O)c1ccccc1NC(=O)c1cccs1 | 3 | 116 | 56* | 89* | 33* | -3 | 116 | -64% | 4%
COc1cccc(/C(O)=C2/C(=O)C(=O)N(CCN3CCOCC3)C2c2cccs2)c1 (stereo not given) | 4 | 120 | 3 | 98 | 95 | -4 | 120 | -2% | 1%
O=C(CN1CCN(c2ccccn2)CC1)Nc1ccc(Oc2ccccc2)cc1 | -11 | 128 | 9 | 73 | 63 | 11 | 128 | -14% | 0%
COc1ccc(C2C(C#N)=C(N)OC3=C2C(=O)CCC3)cc1Cn1nc(C)c([N+](=O)[O-])c1C (stereo not given) | 9 | 130 | nt | nt | nt | -9 | 130 | -13% | -4%
Cc1cc(NC(=O)Cc2c(F)cccc2Cl)no1 | -14 | 146 | -5 | 89 | 93 | 14 | 146 | 12% | 0%

Entries of single compounds, quoted from the list:
CC(C)n1c(NCc2c[nH]c3ccccc23)nc2ccccc21 is entered as NFkB transloc inh = -5; NFkB transloc inh cell count 2 µM = 167; MRP reversal = -3; MRP reversal cytotoxicity = 69; MRP reversal with doxorubicin = 72; IL1B NFkB pot = 5; IL1B NFkB pot cell count 2 µM = 167; PLAP inhibition = nt; Bcl-B displacement = nt
CC(CC(=O)O)CC(=O)Nc1ccc(S(N)(=O)=O)cc1 (stereo not given) is entered as NFkB transloc inh = -2; NFkB transloc inh cell count 2 µM = 130; MRP reversal = 3; MRP reversal cytotoxicity = 108; MRP reversal with doxorubicin = 104; IL1B NFkB pot = 2; IL1B NFkB pot cell count 2 µM = 130; PLAP inhibition = 10%; Bcl-B displacement = -5%

Six entries already listed, ordered by their value in IL1B NFkB pot cell count 2 µM, smallest number first.
Compound | IL1B NFkB pot cell count 2 µM
CCOC(=O)C(NC(C)=O)(OCc1ccc(F)cc1)C(F)(F)F (stereo not given) | 98
O=C(CN1CCN(c2ccccn2)CC1)Nc1ccc(Oc2ccccc2)cc1 | 128
COc1ccc(C2C(C#N)=C(N)OC3=C2C(=O)CCC3)cc1Cn1nc(C)c([N+](=O)[O-])c1C (stereo not given) | 130
Cc1cc(NC(=O)Cc2c(F)cccc2Cl)no1 | 146
COc1ccccc1NC(=O)c1sc2ncn(Cc3ccccc3C)c(=O)c2c1C | 166
CC(C)n1c(NCc2c[nH]c3ccccc23)nc2ccccc21 | 167

From PubChem
